# Screening results from PubChem.
# Growth percent in the NCI-60 one-dose screen (48 h, 10 µM unless noted): 100 = growth as untreated, 0 = no growth, -100 = all killed.
# SW-620: SW-620 colon cancer | AID 1794795 | 82,000 compounds, 5.2% hits
# SF-295: SF-295 CNS cancer cells; 79,000 compounds, 5.6% hits
# HCT-116: HCT-116 colon cancer; 82,000 compounds, 7.3% hits
# SNB-19: SNB-19 CNS cancer cells. 81,000 compounds, 2.5% hits
# HCT-15: HCT-15 colon cancer. 82,000 compounds, 5.2% hits. AID 1794746
# KM12: KM12 colon cancer cells; 82,000 compounds, 5% hits; AID 1794800
# HCC-2998: HCC-2998 colon cancer; AID 1794799; 79,000 compounds, 4.7% hits
# SF-539: SF-539 CNS cancer; 81,000 compounds, 6.8% hits; AID 1794752
# SNB-75: SNB-75 CNS cancer. AID 1794750. 79,000 compounds, 5% hits
# * = called active by the depositor; / = not tested or not shown; & = joins results of further samples; [ ] = dose if it differs, or a comment. The calls were made as follows: active = growth percent below 10; inactive = the rest.
SMILES,SW-620,SF-295,HCT-116,SNB-19,HCT-15,KM12,HCC-2998,SF-539,SNB-75
CCCOC(=O)O[C@H]1CC[C@@]2(C)C(=CC[C@H]3[C@@H]4CC[C@H]([C@H](C)CCCC(C)C)[C@@]4(C)CC[C@@H]32)C1,102,90,94,111,100,106,101,100,95
O=C(O)C1CC1,101,/,111,114,105,104,101,101,93
CCOC(=O)c1c(C=O)nc2ccccc2c1/C=C/c1ccc(Cl)cc1,103,101,82,93,90,96,110,91,80
CN=c1ccc2nc3ccc(N)cc3sc-2c1,11,-43*,6.0*,31,30,28,50,12,34
C/C(=N\NC(=S)N1CCCC1)c1ccccn1,23,-6.8*,22,20,31,17,15,5.0*,39
Clc1ccc(-c2n[nH]c(Cn3nnnc3-c3ccccc3)n2)cc1,104,98,108,104,105,102,94,102,101
COC(=O)C1=Nc2cc(OC)cc(OC)c2/C1=C\c1sc(=S)n(C(Cc2ccccc2)C(=O)O)c1O (stereo not given),100,96,98,97,100,102,96,95,87
COC(=O)C(Cc1ccccc1)NC(=O)NC(=O)NC(=O)CI (stereo not given),-28*,103,94,126,12,97,96,88,99
CC(=O)Nc1ccc(N)cc1,104,97,97,101,107,104,108,95,94
N#CC(Cc1ccc2ccccc2c1)c1cc2ccccc2[nH]1 (stereo not given),92,97,86,95,94,99,104,104,39
Cl.[Pt].[c-]1ccccc1-c1ccccn1.c1ccc(P(c2ccccc2)C([PH+](c2ccccc2)c2ccccc2)[PH+](c2ccccc2)c2ccccc2)cc1,14,7.1*,7.4*,28,8.0*,5.0*,25,8.5*,7.2*
CCN1CCN(c2nc(NN3C(=O)c4cccc5cccc(c45)C3=O)nc(N3CCOCC3)n2)CC1,97,103,104,100,107,100,110,103,67
C=C(C)[C@@H]1CC[C@]2(C=NCC#CCN3CCN(C)CC3)CC[C@]3(C)[C@H](CC[C@@H]4[C@@]5(C)CCC(=O)C(C)(C)[C@@H]5CC[C@]43C)[C@@H]12,103,/,90,90,/,93,102,99,95
COc1cc(/C=C/C(=O)/C=C(O)/C=C/c2ccc(OC(=O)c3csc4ccccc34)c(OC)c2)ccc1OC(=O)c1csc2ccccc12,107,101,106,101,99,107,110,97,89
CC(=O)CC(=O)NC(C)(C)C,103,103,97,107,100,105,95,98,90

# A run of entries from the list above, for reference:
SMILES,SW-620,SF-295,HCT-116,SNB-19,HCT-15,KM12,HCC-2998,SF-539,SNB-75
COc1cc(/C=C/C(=O)/C=C(O)/C=C/c2ccc(OC(=O)c3csc4ccccc34)c(OC)c2)ccc1OC(=O)c1csc2ccccc12,107,101,106,101,99,107,110,97,89
CC(=O)CC(=O)NC(C)(C)C,103,103,97,107,100,105,95,98,90

# Later entries:
SMILES,SW-620,SF-295,HCT-116,SNB-19,HCT-15,KM12,HCC-2998,SF-539,SNB-75
C#CC[C@@H]1C[C@]2(C)[C@H]3CC[C@@H]4[C@H]5C(C(=C)C)CC[C@]5(C(=O)NCCN(CCN)CCN)CC[C@@]4(C)[C@]3(C)CC[C@H]2C(C)(C)[C@H]1OC(C)=O (stereo not given in full),15,/,2.6*,70,-53*,60,81,95,103
CSc1nc(N)nn1S(=O)(=O)c1ccc(C)cc1,104,97,109,102,101,110,105,98,107
CNc1ccc(CSc2ccc(C)cc2)cc1,94,103,94,93,89,62,94,56,61
SC(c1ccccc1)(c1ccccc1)c1ccccc1,108,113,98,93,107,/,105,111,94
CC(C)(CC(C)(N)C(=O)O)OCc1ccccc1 (stereo not given),102,95,102,98,99,106,105,98,89
CCN(CC)c1nc(/C=C\c2ccc(N(C)C)cc2)c2nccnc2n1,94,79,78,106,75,72,112,94,115
O=S(=O)(NCCNc1nccc(-c2c(-c3ccc(O)cc3)nc3sccn23)n1)c1ccccc1,68,86,27,119,83,66,91,75,53
Cc1ccc(-c2nc(C#N)c(NCC(c3ccc(Cl)cc3)N3CCCCC3)o2)cc1 (stereo not given),98,101,68,103,66,92,95,102,78
COc1ccc(C2=NN(C(C)=O)C(c3cccc(NS(C)(=O)=O)c3)C2)cc1 (stereo not given),109,91,90,84,111,105,/,98,109
O=[N+]([O-])c1ccc(N/N=C\c2cccc([N+](=O)[O-])c2)cc1,109,108,91,96,96,83,99,112,113
O=C(Nc1ccccc1N1CCCC1=O)c1oc2ccc(F)cc2c1-c1cnn(-c2ccccc2)c1,75[50 µM],43[50 µM],24[50 µM],55[50 µM],45[50 µM],47[50 µM],90[50 µM],31[50 µM],15[50 µM]
N#CCCCCCn1cc(C2=C(c3cn(CCCCCC#N)c4ccccc34)C(=O)NC2=O)c2ccccc21,108,66,66,/,69,81,107,54,47
CCOC(=O)c1ccc(NCCC(=O)O)cc1,110,/,111,105,97,110,103,112,96
Cc1ccccc1NC(=O)CSc1nc2ccccc2[nH]1,98,98,95,94,99,101,103,90,79
Cc1ccc2nc3c(nc2c1)c1cc(I)ccc1n3CCN(C)C,16,17,9.8*,25,10,21,-16*,26,31

# Profiles, quoted from the list:
# Listed for CC(C)(CC(C)(N)C(=O)O)OCc1ccccc1 (stereo not given) → SW-620 = 102; SF-295 = 95; HCT-116 = 102; SNB-19 = 98; HCT-15 = 99; KM12 = 106; HCC-2998 = 105; SF-539 = 98; SNB-75 = 89
# Listed for CCOC(=O)c1ccc(NCCC(=O)O)cc1 → SW-620 = 110; SF-295 = /; HCT-116 = 111; SNB-19 = 105; HCT-15 = 97; KM12 = 110; HCC-2998 = 103; SF-539 = 112; SNB-75 = 96

# (continued)
SMILES,SW-620,SF-295,HCT-116,SNB-19,HCT-15,KM12,HCC-2998,SF-539,SNB-75
Clc1ccc(Cc2nnc3sc(-c4ccccc4)nn23)cc1,103,100,98,97,95,101,106,97,97
COc1cc([C@H]2[C@]3(C#N)C(N)=NC(=C(C#N)C#N)[C@]23C#N)cc(OC)c1OC,114,104,103,102,94,111,/,110,78
CCOC(=O)c1nn(-c2ccccc2)c(=O)c2c(N)c(C#N)c(-c3cccs3)cc12,79,64,53,70,88,80,78,57,-8.8*
C#CCOc1ccc2ncnc(Nc3cccc(CNC(=O)CCl)c3)c2c1,30[8.25 µM],92[8.25 µM],26[8.25 µM],61[8.25 µM],45[8.25 µM],63[8.25 µM],99[8.25 µM],55[8.25 µM],15[8.25 µM]
Cc1ccc2nc(NC(=O)CSc3nc(-c4ccccc4)c(C#N)c(=O)[nH]3)sc2c1,100,99,104,97,109,108,103,98,83
COc1ccc2nc(C)cc(OCC(=O)NCc3ccccc3)c2c1,105,92,94,105,90,95,97,96,82
CC(C)(O)C#CC#CC(C)(C)O,104,95,97,112,98,108,96,94,94
Cc1c([N+](=O)[O-])cc(I)c(N)c1I,98,85,96,96,94,91,104,97,/
C/C=C(\C)C(=O)O[C@@H]1C2CC3=C4CC(=O)O[C@@H](c5ccoc5)[C@]4(C)CC[C@@H]3[C@@](C)(C2=O)[C@@H](CC(=O)OC)C1(C)C,102,88,89,91,92,99,103,94,83
N#CC1(C#N)C2=C(CCCCC2)NC(c2cccs2)C1(C#N)C#N (stereo not given),106,106,89,105,103,101,100,106,55
CCOC(=O)n1cnc2nc(N)nc(SC)c21,111,105,107,100,106,/,105,105,78
CCN1CCN(CC(=O)Nc2cccc(-n3cc(-c4ccncc4)c(-c4ccc(Cl)c(OC)c4)n3)c2)CC1,96,105,92,106,103,97,105,95,82
CN(C)c1cccc2c(S(=O)(=O)Nc3cccc(-c4csc(NC(=O)CNCCS(=O)(=O)O)n4)c3)cccc12,101,99,111,94,96,102,108,93,106
COC(=O)[C@H](Cc1ccc(O)cc1)n1cc(COC(=O)c2cccc3c(=O)c4ccccc4[nH]c23)nn1,93,86,93,94,83,91,90,95,/
O=C(OCc1ccccc1)c1ccccc1,105&110,103&108,94&108,92&101,103&114,102&104,94&102,95&107,99

# 3 entries from above, bar-delimited.
structure | SW-620 | SF-295 | HCT-116 | SNB-19 | HCT-15 | KM12 | HCC-2998 | SF-539 | SNB-75
O=[N+]([O-])c1ccc(N/N=C\c2cccc([N+](=O)[O-])c2)cc1 | 109 | 108 | 91 | 96 | 96 | 83 | 99 | 112 | 113
CN=c1ccc2nc3ccc(N)cc3sc-2c1 | 11 | -43* | 6.0* | 31 | 30 | 28 | 50 | 12 | 34
COC(=O)C1=Nc2cc(OC)cc(OC)c2/C1=C\c1sc(=S)n(C(Cc2ccccc2)C(=O)O)c1O (stereo not given) | 100 | 96 | 98 | 97 | 100 | 102 | 96 | 95 | 87

# (cont.)
SMILES,SW-620,SF-295,HCT-116,SNB-19,HCT-15,KM12,HCC-2998,SF-539,SNB-75
CCCCCCCCN(CCCCCCCC)CC(O)c1cc(C)c2ccc3cc(C(C)C)ccc3c2c1 (stereo not given),98,104,98,100,111,94,95,106,100
Cc1nn(-c2ccc(Cl)cc2)c2c1C(c1ccc([N+](=O)[O-])cc1)C(C#N)=C(N)O2 (stereo not given),96,102,101,99,100,102,105,99,80
Oc1c2c(n3cccc13)=c1cc(Cl)ccc1=N2,109,109,100,99,98,102,105,97,99
Cc1cc(C)n(CC(=O)Nc2ccc(-c3nc4ccccc4s3)cc2)n1,113,103,107,100,105,100,93,99,101
O=C(c1ccc([N+](=O)[O-])c([N+](=O)[O-])c1O)n1[nH]c(=O)c2ccccc2c1=O,36,91,30,73,39,72,106,67,93
COc1ccc(C(=O)CSc2nnc3n2N=C(c2ccc(OC)cc2)CS3)cc1,107,106,92,94,106,98,103,97,104
COc1cc2c(C#N)n3c(c2cc1OC)C(=O)C(c1ccccc1)Oc1ccccc1-3 (stereo not given),88,28,28,41,31,23,/,84,53
CCc1nn2c(-c3ccc4c(c3)OCO4)c(-c3cc(OC)c(OC)c(OC)c3)nc2s1,80,89,74,79,70,93,86,88,20
NC(=O)CC1(c2ccccc2)CCCCC1,108,103,96,105,101,101,102,104,95
C/C(=C\c1ccc([N+](=O)[O-])cc1)C(=O)O,102,98,97,98,103,103,101,100,88
O=C(CSC(=S)N1CCOCC1)Nc1ccc(Cl)cc1,56,57,54,103,59,54,85,89,98
O=C(NCc1ccccc1)C(=O)c1cn(CCCn2cc(C(=O)C(=O)NCc3ccccc3)c3ccccc32)c2ccccc12,114,124,97,101,109,109,106,103,83
O=S(=O)(Oc1ccc(-c2nnc(Nc3ccccc3)s2)cc1)C(F)(F)C(F)(F)C(F)(F)C(F)(F)F,103,101,101,104,103,95,104,106,105
Cc1nn(C)c2ncnc(N/N=C/c3cccc(O)c3)c12,97,106,98,98,97,100,112,102,82
Cc1nnc(NC(=O)Nc2ccc(S(N)(=O)=O)cc2)s1,93,100,97,101,104,106,99,105,/

# A second format for some results above:
COc1ccc(C2=NN(C(C)=O)C(c3cccc(NS(C)(=O)=O)c3)C2)cc1 (stereo not given)
  SW-620 = 109
  SF-295 = 91
  HCT-116 = 90
  SNB-19 = 84
  HCT-15 = 111
  KM12 = 105
  HCC-2998 = /
  SF-539 = 98
  SNB-75 = 109

O=[N+]([O-])c1ccc(N/N=C\c2cccc([N+](=O)[O-])c2)cc1
  SW-620 = 109
  SF-295 = 108
  HCT-116 = 91
  SNB-19 = 96
  HCT-15 = 96
  KM12 = 83
  HCC-2998 = 99
  SF-539 = 112
  SNB-75 = 113

# Later entries.
SMILES,SW-620,SF-295,HCT-116,SNB-19,HCT-15,KM12,HCC-2998,SF-539,SNB-75
COc1cccc(-c2nc(-c3ccc(NS(C)(=O)=O)cc3)[nH]c2-c2ccnc(Br)c2)c1,80,47,73,77,65,51,91,64,47
COc1cc(C2C(C(=O)c3cccs3)=C(O)C(=O)N2CCN2CCOCC2)cc(OC)c1OC (stereo not given),97,100,101,103,102,98,101,/,92
Cc1onc(-c2ccccc2Cl)c1C(=O)Nc1ccccc1CC1c2ccccc2CCN1C (stereo not given),98,88,69,116,86,104,/,96,83
N=C(N)Sc1cc(Br)c[n+]([O-])c1,108,106,98,105,109,106,110,108,100
COc1ncnc2c(C#CCO)cn(COCc3ccccc3)c12,94,100,84,87,105,104,111,108,75
COC(=O)/C(CCC=C(C)C)=C1\[C@@H](OC(C)=O)C[C@@]2(C)[C@H]1C[C@@H](O)[C@H]1[C@@]3(C)CC[C@H](NCCO)[C@@H](C)[C@@H]3CC[C@@]12C,97,101,105,98,103,103,106,101,100
CC(C)(C)C1CCc2[nH]c(=O)c(C#N)c(C#N)c2C1 (stereo not given),105,97,97,109,92,100,98,94,91
